Screening data: PubChem BioAssay, several laboratories
bIAP act: intestinal alkaline phosphatase (bovine) activation. 0.17% of 200,000 active. purified bovine IAP, CDP-star luminescence, 30 min; active compounds read high; fold of DMSO-control signal, blank-subtracted. activation factor at 20 µM. AID 1016;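 active = activation factor of 2 or more at 20 µM, a signal rise over negative controls twice the positive control's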
TNAP act hiacc: increases human TNAP activity under high phosphate acceptor concentration; P05186; purified TNAP, CDP-star luminescence, 1 M DEA, 30 min; active compounds read high; 0 = EDTA background, 1 = DMSO-only activity; activation factor at 20 µM; 200,000 tested, under 10 active; AID 1136;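 active = activation factor at least 2 at 20 µM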
Target sequence (P05186 whole entry, looked up): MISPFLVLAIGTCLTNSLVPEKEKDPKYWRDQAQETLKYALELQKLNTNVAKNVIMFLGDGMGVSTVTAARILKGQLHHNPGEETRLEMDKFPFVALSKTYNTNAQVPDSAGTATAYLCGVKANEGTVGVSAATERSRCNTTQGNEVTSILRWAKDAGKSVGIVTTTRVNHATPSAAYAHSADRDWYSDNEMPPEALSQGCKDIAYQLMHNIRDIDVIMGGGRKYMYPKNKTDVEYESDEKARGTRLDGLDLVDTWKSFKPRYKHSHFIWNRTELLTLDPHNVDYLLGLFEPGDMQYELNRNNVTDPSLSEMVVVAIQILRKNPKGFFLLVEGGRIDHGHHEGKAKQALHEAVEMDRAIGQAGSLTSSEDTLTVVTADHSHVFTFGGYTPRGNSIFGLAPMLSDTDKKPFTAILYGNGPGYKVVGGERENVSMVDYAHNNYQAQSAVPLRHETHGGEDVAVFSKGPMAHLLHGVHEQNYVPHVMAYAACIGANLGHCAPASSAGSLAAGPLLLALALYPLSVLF
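Dosing: 20 µM single point. System: human TNAP. Amount: TNAP 1/800 final. Incubation: 30 min, room temperature. Read-out: TNAP activation factor scaled between EDTA and DMSO control wells. Signal: luminescence from CDP-star hydrolysis. Medium: 1 M DEA, pH 9.8, Mg2+, Zn2+. Control set: EDTA negative control, DMSO positive control.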
PMI activator: activators of human phosphomannose isomerase | purified human PMI, coupled resazurin fluorescence, 20 min; active compounds read high; 1 = vehicle control, 0 substrate-free wells | activation factor at 20 µM | AID 1214 | 0.005% of 190,000 active;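 active = activation factor of 2 or more at 20 µM, relative to plate controls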
APP 5'UTR act: APP 5'UTR luciferase reporter activation | SH-SY5Y APP 5'UTR luciferase reporter, luminescence; zero percent = DMSO vehicle wells | 1% of 190,000 active | activation, % at 2 µM;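 active = activation above a set limit, based on mean plus 3 SD of controls, cut at about 140% in these data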; also: values of inactives mirror those of a sister screen read the other way
TNAP inh hi DEA: inhibitors of human TNAP at high phosphate acceptor concentration; P05186; purified TNAP, CDP-star luminescence, 1 M DEA; inhibition, % at 20 µM; 0.03% of 200,000 active; AID 1135;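 active = over 50% inhibition of tissue-nonspecific alkaline phosphatase at 20 µM in the single-dose screen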;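 also: plate controls were DMSO wells for no effect and EDTA-quenched wells as full inhibition for full effect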
TNAP inh no acc: blocks human TNAP activity with no phosphate acceptor present; P05186; 0.26% of 200,000 active; AID 1012; inhibition, % at 20 µM; purified TNAP, CDP-star luminescence, 30 min;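 active = tissue-nonspecific alkaline phosphatase inhibition above about 50% at 20 µM in the single-dose screen, limit read from the data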;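 also: 0% = DMSO negative control and 100% = EDTA positive control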
NF-kB neuron act: NF-kB expression increase, human neuronal cells | NF-kB reporter expression; active compounds read high | fold change at 12.5 µM | 1.6% of 190,000 active | AID 1239; in the data active = fold change above about 3.3
PMI act satM6P: PMI (human) activation, high substrate; 0.34% of 190,000 active; activation factor at 20 µM; coupled PMI enzyme assay, resazurin fluorescence, 20 min; active compounds read high; 1 = untreated enzyme, 0 = substrate-free blank; P34949;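 active = activation factor of 2 or more at 20 µM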
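Test system: human phosphomannose isomerase with PGI, G6PDH, diaphorase coupling enzymes; Amount: PMI at 15 ng/mL final; Reagent: Mannose-6-phosphate 1.0 mM (near-saturating) plus 0.22 mM NADP+; Timing: 20 min, room temperature; Technique: resorufin fluorescence at Ex 544/Em 590 nm; Dosing: 20 µM single dose.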
FLuc act counter: firefly luciferase counter-screen for stimulation assays. ATPlite luciferase biochemical, luminescence, 10 min; 0 = ATP-free wells, 1 = DMSO control. activation factor at 10 µM. 200,000 tested, under 10 active. AID 1027;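 active = luciferase activation factor, scaled between plate controls, of at least 2 with compound at 10 µM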
Target sequence (P08659 whole entry, looked up): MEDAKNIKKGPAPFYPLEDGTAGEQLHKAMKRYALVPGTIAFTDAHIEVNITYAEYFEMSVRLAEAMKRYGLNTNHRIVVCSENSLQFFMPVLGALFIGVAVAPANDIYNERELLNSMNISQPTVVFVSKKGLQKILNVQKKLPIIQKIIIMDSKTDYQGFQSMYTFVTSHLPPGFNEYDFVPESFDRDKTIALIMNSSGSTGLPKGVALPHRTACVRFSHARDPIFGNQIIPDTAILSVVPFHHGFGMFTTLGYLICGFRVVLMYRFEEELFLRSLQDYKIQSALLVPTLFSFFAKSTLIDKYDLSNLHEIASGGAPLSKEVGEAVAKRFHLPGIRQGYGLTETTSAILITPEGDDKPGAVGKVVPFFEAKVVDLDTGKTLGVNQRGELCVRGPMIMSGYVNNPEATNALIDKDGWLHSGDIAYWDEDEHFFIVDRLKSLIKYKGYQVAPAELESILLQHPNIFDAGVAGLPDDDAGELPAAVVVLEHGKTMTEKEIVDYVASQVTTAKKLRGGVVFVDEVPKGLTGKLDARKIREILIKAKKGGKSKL
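Material: Luciferase/luciferin reagent mix | Doses: Test compounds dosed from 2 mM stocks in 100% DMSO | Timing: 10 min incubation after luciferase reagent addition, room temperature | Measured by: Luminescence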
FLuc inhib CS: inhibits firefly luciferase, flagging false hits in luciferase inhibition screens; P08659; ATPLite firefly luciferase biochemical luminescence, 10 min; inhibition, % at 10 µM; 1.5% of 200,000 active;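 active = inhibition above about 50% when tested at 10 µM, limit read from the data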
* marks the source's active call; other numbers are inactive results; . = not tested or not shown.

SMILES	bIAP act	TNAP act hiacc	PMI activator	APP 5'UTR act	TNAP inh hi DEA	TNAP inh no acc	NF-kB neuron act	PMI act satM6P	FLuc act counter	FLuc inhib CS
Cc1cc(NC(=O)CN2CCCC(C)C2)n(-c2nc3ccccc3s2)n1 (stereo not drawn)	1	1	1	1	0	-3	1.1	1	1.1	-6
CC(C)(C)CC(=O)O/N=C(\N)c1ccncc1	1	1	1.2	13	-4	-12	0.88	1.1	1	4
O=C(COc1ccccc1)Nc1ccccc1NS(=O)(=O)c1cccs1	1.2	1	1	-6	-4	-8	1.1	0.9	1	-4
Cc1n[nH]c(C)c1Sc1ccccc1N=Cc1cc(Cl)cc([N+](=O)[O-])c1O	0.6	0.9	0.9	3	12	21	1.1	1	1.1	-10
Cc1nn(-c2ccccc2)c(C)c1C(=O)OCC(=O)NCc1ccco1	1	1	0.9	-4	-2	-12	1.1	0.9	1	-1
C=CCOn1c(=O)c(-c2ccccc2)[n+]([O-])c2ccccc21	0.9	1.1	0.9	15	-5	-11	1.1	0.9	1	0
CCOC(=O)C1=C(c2ccccc2)O/C(=C(/C(=O)OC)C(F)(F)F)S1	1	1	0.9	-9	0	-4	1.3	1	1	-3
CN1CCC(=NNC(=O)c2ccco2)CC1	1	1	1	36	4	-6	2.1	0.9	1	-3
Cc1cc(C(=O)N/N=C/c2cccs2)no1	1	0.9	1.1	-9	5	4	1.1	1.2	0.8	22
COCCN(CCOC)S(=O)(=O)c1ccc(C(=O)Nc2nc(C)c(C(C)=O)s2)cc1	0.9	1	1.1	-7	-3	-12	1.1	1	1	-4
Cc1ccc(-c2csc3nc4c5ccccc5c(NCCCN(C)C)nn4c(=O)c23)cc1	1.3	1	1	-5	-3	2	0.76	1	1.1	-6
CCC(=O)NC(c1cccc([N+](=O)[O-])c1)c1c(OC(C)=O)ccc2ccccc12 (stereo not drawn)	1	1	1	-12	-2	-4	1.1	1	1.1	-11
O=C(CC1C(=O)NCCN1CC1CCCCC1)NCc1ccc(F)cc1 (stereo not drawn)	1	1.1	0.9	0	-7	-10	1.1	0.8	1	-2
CCOC(=O)c1ccc(N2C(=O)CC(N3CCC(C(=O)OCC)CC3)C2=O)cc1 (stereo not drawn)	1	1.1	1	-2	-5	3	1	1	1.1	-8
COC(=O)c1nnn(-c2nonc2N)c1CSc1ccc(Cl)cc1	0.9	1	0.9	5	-3	-4	1.2	0.9	1.1	-5
OC(COCc1cccs1)CN1CCN(c2cccc(C(F)(F)F)c2)CC1 (stereo not drawn)	0.9	1	0.9	-10	1	-3	0.98	1	1	-4
Cc1ccccc1NC(=O)C(=O)NCCc1ccccc1	0.9	1	1.1	36	-4	-8	1.3	1.1	1.1	-6
O=C(NCCc1c[nH]c2ccccc12)Nc1cccc2ccccc12	0.8	1.1	0.9	4	-7	-23	0.95	0.9	1.1	-8
COc1ccc(C(=O)N/C(=C\c2ccccc2)C(=O)NC(CC(C)C)C(=O)O)cc1 (stereo not drawn)	0.9	1.1	1	11	-5	-12	2.1	1.1	1	-5
Cc1nn(C)c(C(=O)NCc2ccc(Cl)cc2)c1Cl	0.7	1	1	-7	2	10	0.81	1	1.1	-9
O=C(CC1Oc2ccccc2NC1=O)NCc1ccccc1 (stereo not drawn)	1	1	1.1	2	-4	-9	1.4	1	1.1	-8
CCOC(=O)C(C(=O)Nc1nc2ccccc2s1)C1CCCCC1 (stereo not drawn)	0.9	1.1	0.9	13	-9	-4	0.88	0.9	1.1	-6
O=C(NCCc1ccccc1)Nc1ccc2c(c1)OCO2	1	1	1	115	-3	-51	4.3*	1	0.6	39
O=C(Cc1coc(-c2ccc(F)cc2)n1)Nc1ccccc1	0.8	1	0.9	-5	0	-8	1.1	1	1	2
O=C1C2C3C=CC(C3)C2C(=O)N1CC1CCCO1 (stereo not drawn)	0.8	1	0.9	2	-2	-8	1.2	0.9	1	-4

Compound profiles (already shown). Order of screens: bIAP act | TNAP act hiacc | PMI activator | APP 5'UTR act | TNAP inh hi DEA | TNAP inh no acc | NF-kB neuron act | PMI act satM6P | FLuc act counter | FLuc inhib CS
`CN1CCC(=NNC(=O)c2ccco2)CC1` reads 1 | 1 | 1 | 36 | 4 | -6 | 2.1 | 0.9 | 1 | -3
`Cc1cc(NC(=O)CN2CCCC(C)C2)n(-c2nc3ccccc3s2)n1` (stereo not drawn) reads 1 | 1 | 1 | 1 | 0 | -3 | 1.1 | 1 | 1.1 | -6
`Cc1ccccc1NC(=O)C(=O)NCCc1ccccc1` reads 0.9 | 1 | 1.1 | 36 | -4 | -8 | 1.3 | 1.1 | 1.1 | -6
`O=C(CC1Oc2ccccc2NC1=O)NCc1ccccc1` (stereo not drawn) reads 1 | 1 | 1.1 | 2 | -4 | -9 | 1.4 | 1 | 1.1 | -8
`COc1ccc(C(=O)N/C(=C\c2ccccc2)C(=O)NC(CC(C)C)C(=O)O)cc1` (stereo not drawn) reads 0.9 | 1.1 | 1 | 11 | -5 | -12 | 2.1 | 1.1 | 1 | -5

More compounds follow.
SMILES	bIAP act	TNAP act hiacc	PMI activator	APP 5'UTR act	TNAP inh hi DEA	TNAP inh no acc	NF-kB neuron act	PMI act satM6P	FLuc act counter	FLuc inhib CS
CCCn1c(CN2CCCCC2C)nc2c1c(=O)n(C)c(=O)n2C (stereo not drawn)	0.9	1.1	1	7	-7	-9	0.87	1	1.1	-9
Cc1cc2cc(CCNC(=O)c3ccc(S(=O)(=O)N4CCOCC4)cc3)c(=O)[nH]c2cc1C	0.9	1	0.8	1	-4	-9	0.38	0.9	1.1	-5
COc1ccccc1NC(=O)CSc1nc(O)cc(=O)n1-c1ccccc1OC	0.9	1	0.9	15	-2	-6	0.94	1	1	-1
COC(=O)CN1C(=O)C2(OCCCO2)c2cc(Br)ccc21	1	1	1.1	18	-4	-12	1.1	1	1.1	-6
C#CCNc1nc(C(C)C)nc2c1nnn2Cc1ccccc1F	0.8	1	0.9	-8	2	0	1.1	0.9	1	-2
CCc1nc(SCC(=O)NCc2ccccc2)c2c(=O)n(C)c(=O)n(C)c2n1	0.9	1	0.9	-6	-4	1	0.98	0.9	1.1	-6
CC(C)c1cccc(C(C)C)c1NC(=O)COC(=O)C1=COCCO1	1	1.1	1.1	11	-5	-5	1.4	1.1	1.1	-11
COc1cc(NC(=O)c2ccccn2)cc(OC)c1OC	0.8	1	1	-3	-3	-12	1	0.9	1	-4
CCOC(=O)C1=C(C)NC(=O)NC1c1ccc(Br)o1 (stereo not drawn)	0.9	1	1.1	-4	-1	-9	0.98	1.1	1	-1
CCCN(C#N)c1nc(NCC)nc(NC(C)C)n1	0.9	1.1	1	2	-9	-14	1.1	1	1.1	-6
CCOC(=O)C1=C(C)NC(=O)NC1c1ccc(NC(C)=O)cc1 (stereo not drawn)	1	1.1	1	-10	-6	-13	1.1	1	1	-5
Fc1ccc(Oc2nccc(-c3ccc(Cl)cc3)n2)cc1	0.9	1.1	1	27	-6	4	1.3	1	1	-2
COc1ccc(NS(=O)(=O)c2ccc(Oc3ncccn3)cc2)cc1	1	1.1	1	-17	-8	-14	1.1	1	1.1	-11
CCOC(=O)c1sc2nc(C)nc(Nc3ccccc3)c2c1C	0.9	1	1.3	-10	-4	-11	1.1	1.2	1	-4
COC(=O)c1ccccc1NC(=O)COC(=O)c1ccc(C)c(NC(=O)c2ccco2)c1	1	1	0.9	3	-5	-3	1.1	0.8	1	-3
COc1ccc(CCNc2cc(C)nc3c(-c4ccc(Cl)cc4)c(C)nn23)cc1OC	0.9	1	0.8	3	-1	-4	1.1	0.9	1	-4
N#CC1=C(N)N2C(=C(C#N)C13CCCCC3)SC1CCCCC12O (stereo not drawn)	1	1	0.8	32	4	-6	0.88	0.8	1	-4
N#Cc1nc(COc2ccccc2Cl)oc1NCc1cccnc1	1	1.1	0.9	4	-8	-11	1.2	1	1	0
O=C(CSc1nnc(Cc2cc(=O)[nH]c(=O)[nH]2)n1-c1ccc(F)cc1)N1CCCCC1	1	1.1	1.1	15	-5	-9	1	1	1.1	-5
COc1ccccc1N1CCN(CCc2n[nH]c(=S)n2-c2ccccc2)CC1	1	1	0.9	48	2	2	0.94	1	1	4
CC(C)(C)CC(=O)Nc1ccc(S(=O)(=O)N2CCCC2)cc1	1	1.1	1	15	-7	-9	1	1	1	3
CCOC(=O)c1sc2nc(C)nc(SCC(=O)NC(C)CCc3ccccc3)c2c1C (stereo not drawn)	1	1	0.9	3	-1	-6	1	0.9	1	-2
N#Cc1cnn(Cc2ccc(Cl)cc2)c1N	0.9	1	0.9	4	-5	-12	1.1	0.9	1.1	-5
CCN(CC)C(=O)CSc1nc2ccc(NC(=O)CSc3nccn3C)cc2s1	0.3	1.1	1	23	-6	-8	0.74	0.9	1	-3
Cc1ccc(NCC(=O)N=Nc2c(O)n(C)c3ccccc23)cc1	1	1	1	63	-1	2	1.2	1	1	1

Other compounds follow:
SMILES	bIAP act	TNAP act hiacc	PMI activator	APP 5'UTR act	TNAP inh hi DEA	TNAP inh no acc	NF-kB neuron act	PMI act satM6P	FLuc act counter	FLuc inhib CS
CC(C)(C)NC(=O)C(c1cccs1)N(CC1CCCO1)C(=O)Cn1nnc(-c2cccs2)n1 (stereo not drawn)	1.1	1	1	-4	0	-7	0.9	1	1.1	-6
C/C(=N\NC(=O)c1ccc2c(c1)OCO2)c1ccc(C(=O)O)s1	1	1	1.1	-6	-2	-6	1.1	1.1	0.9	10
Clc1ccc(OCc2nc(-c3ccncc3)no2)c(Cl)c1	1	1	0.8	144*	-1	-5	5.8*	0.9	0.9	14
COc1ccc(C(=O)N2CCOC2CNC(=O)C(=O)NCc2ccc(Cl)cc2)cc1 (stereo not drawn)	1.1	1	1	7	-4	-14	1.1	1	1.1	-9
CCOc1ccc(N(CC(=O)NCC2CCCO2)S(=O)(=O)c2ccc(OC)c(OC)c2)cc1 (stereo not drawn)	1	1	1	-1	-1	-11	0.85	1.1	1.1	-8
CCN(C(=O)CSc1nnc(-c2ccncc2)n1C)C1CCS(=O)(=O)C1 (stereo not drawn)	0.9	1.1	1.1	18	-6	-2	1.2	1.2	1	-4
O=C(N/N=C/c1cccnc1)c1ccc([N+](=O)[O-])cc1Cl	0.9	1	1.1	3	-2	7	1.3	1	0.8	20
c1ccc(-c2nnc(SCCC3OCCCO3)o2)cc1	1.1	1	1	65	-2	-9	3.4*	1	0.7	35
COC(=O)c1nn(-c2ccc(OC)cc2)c(=O)cc1Oc1cccc(Cl)c1	1	1	1	.	1	-7	0.99	1	1.1	-7
CC1CCN(C(=S)c2ccc(N(C)C)cc2)CC1	1	1	0.9	7	-2	-12	1.5	0.8	1	3
CCOc1cc(C2NC(=O)NC(O)(C(F)(F)F)C2C(=O)c2ccc(OC)cc2)ccc1O (stereo not drawn)	1.1	1.1	1	12	-8	-11	1.1	1	1	-3
CSc1nnc2c3ccccc3n(CCc3ccccc3)c2n1	0.9	1	1	-22	-1	4	0.82	1	1	-2
Cc1sc(C(C2C(=O)CC(C)(C)CC2=O)C2C(=O)CC(C)(C)CC2=O)cc1[N+](=O)[O-]	0.9	1	1.2	16	0	10	0.98	1.2	1.1	-6
Cc1ccc(C)c(OCCCC(C)(C)C(=O)O)c1	0.9	1	0.9	10	2	-3	1.1	0.9	1	-1
Cc1cc(C)cc(Oc2ccc(-c3nnc(-c4ccccc4)o3)cc2[N+](=O)[O-])c1	0.8	1	1	15	-3	-4	0.95	1	1	-3

No enrichment for hits. Share with any hit: about 3.6%.
